# Screening data from PubChem BioAssay.
# TTR transcr act: increases transthyretin transcription; SH-SY5Y TTR promoter Gaussia luciferase, luminescence; 100% = recombinant luciferase protein wells; activation, % at 16.7 µM; 92,000 compounds, 1.3% hits; AID 1117267;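 active = activation above the mean of all tested compounds plus 3 SD, cut at about 9.5% in these data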;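 also: cells exposed to compounds for one day before reading; 0% = median of all test compound wells on the plate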
# Numbers without * were called inactive. These rows are one share of the data. The share of hits here may be higher or lower than overall.
SMILES,TTR transcr act
N#Cc1cn(C2OC(CO)C(O)C2O)c2ncnc(N)c12 (centres undefined),1.8
Oc1ccc2c3c1OC1c4oc5ccccc5c4C[C@@]4(O)[C@@H](C2)N(CC2CC2)CC[C@]314 (some centres undefined),3.7
CCC(=O)c1cn(Cc2ccccc2)c2ccccc12,1.2
Cn1c(O)c(C=Nc2ccc(Br)cc2)c(=O)n(C)c1=O,-1.5
COc1cccc(-n2c(=S)[nH]c3ccccc3c2=O)c1,0.4
CCC(=O)O[C@H]1CC[C@H]2[C@@H]3CCC4=CC(=O)CC[C@]4(C)[C@H]3CC[C@]12C,1.2
O=C1NC(=O)C(Nc2ccc(Cl)c(Cl)c2)C(=O)N1,-1.1
CC(=O)Nc1ccc(S(=O)(=O)N2Cc3ccccc3-n3nncc3C2)cc1,1.4
CCOc1ccc(/C=C2/C(=O)NC(=O)N(CCc3ccc(F)cc3)C2=O)cc1,-0.5
O=C(Cc1ccccc1)Oc1ccc([N+](=O)[O-])cc1,4.3
CN1CCN(Cc2ccc(OC(F)(F)F)cc2)CC1,-1.4
CCOC(=O)c1cn2nc(OP(=S)(OCC)OCC)cc2nc1C,4.9
CCN1CCN(C(=O)COc2ccc(S(=O)(=O)N3CCOCC3)cc2C)CC1,-0.6
CS(=O)(=O)c1ccc(C2=C(CNC(=O)c3cccs3)[C@H]3CC[C@@H](C2)N3Cc2ccco2)cc1,-0.3
Clc1cc(Cl)cc(NC2=NCCS2)c1,2.6
COc1ccc(NC(=O)[C@@H](NC(=O)N2C[C@H]3C[C@@H](C2)c2cccc(=O)n2C3)C(C)C)cc1,0.4
COc1ccc(C(c2nnnn2C2CCCCC2)N2CCC3(CC2)C(=O)NCN3c2ccccc2)cc1 (centres undefined),-0.9
CC[C@@H]1c2ccccc2[C@@H]2CC[C@H]1N2c1ccccc1,-0.3
N#CC1c2ccccc2C=CN1C(=O)c1ccc(N(CCCl)CCCl)cc1 (centres undefined),1.5
CC(C)CCn1c(=O)c(C(=O)NCc2ccco2)c(O)c2ccccc21,1.1
Cc1ccc(-c2nc3ccccc3c(=O)n2-c2cc(C)ccn2)cc1,1.0
Cc1ccc(CN(Cc2ccccc2)C(=S)NCC(=O)N2CCC3(CC2)OCCO3)o1,2.8
COc1cccc(C(=O)N2C[C@H]3C[C@@H](C2)c2cccc(=O)n2C3)c1,0.8
Fc1ccc(CCNCc2ccc(Cl)c(Cl)c2)cc1,-0.3
Cc1ccc(-n2c(O)c(/C=N/N3CCCCCC3)c(=O)[nH]c2=O)cc1C,-1.0
CN1CN=C(N[N+](=O)[O-])N(Cc2ccco2)C1,2.0
Cc1ccc2cc(CNCCc3ccccc3C)c(=O)[nH]c2c1,-1.1
Cc1ccc(NP(=O)(c2ccccc2)c2nc3ccccc3s2)cc1 (centres undefined),-2.3
CCOC(=O)C(O)(c1ccc(N(CC)C(=O)COc2ccccc2)cc1)C(F)(F)F (centres undefined),2.2
Cc1c(C=O)c2ccccc2n1Cc1ccc(F)cc1,-0.3
CNc1cc(N2CCNCC2)ccc1[N+](=O)[O-],2.2
O=C1OCCN1P(=O)(c1ccccc1)c1ccccc1,3.5
CCC1CN1P(=O)(N1CCCC1)N1CC1CC (centres undefined),-1.6
C[C@]12C[C@@H](O)[C@H](O)CC1=CCC1C2CC[C@@]2(C)C1CC[C@@H]2O (some centres undefined),0.6
O=P(O)(O)/C=C(\Cl)c1ccccc1,0.2
CCN(CC)P(=O)(Oc1cccc(C)c1)N(CC)CC,-1.6
CCn1c(O)c(/C=N/NC(=O)c2ccccc2)c(=O)[nH]c1=S,8.1
COc1ccc2c(c1O)C13CCN(C)C(C2)C1CCC(=O)C3 (centres undefined),24*
O=C1CC(=O)N(Cc2ccccc2)C(=O)N1,-0.1
O=P(Nc1ccccc1)(Nc1ccccc1)Oc1ccccc1,-0.2
COc1ccc(-n2c(O)c(C(C)=NCCc3c[nH]c4ccccc34)c(=O)[nH]c2=O)cc1,-1.1
Fc1ccc(Cn2nnnc2CN2CCC(n3nnc4cc(C(F)(F)F)ccc43)CC2)cc1,-1.3
O=C(Cc1ccccc1)NC(Cc1ccc(Cl)cc1)C(=O)O (centres undefined),4.8
O=C1NC(=O)C(=Cc2cc(Cl)ccc2OCc2ccc(C(=O)O)cc2)C(=O)N1,2.0
CN1c2ccc([N+](=O)[O-])cc2CC2(C(=O)NC(=O)N(c3ccccc3)C2=O)C1c1ccccc1 (centres undefined),0.5
Cc1cc(=O)oc2cc(OCC(=O)N3CCC(C(=O)O)(c4ccccc4)CC3)ccc12,-0.4
CC(C)(C)C(=O)N1Cc2cc(-c3cccc(F)c3)ccc2-n2nncc2C1,-1.0
CN(C)C=C1C(=O)N(C2CCCCC2)C(=O)N(C2CCCCC2)C1=O,1.0
CN1C(=O)NC(=O)[C@]2(Cc3ccccc3N3CCN(c4ccccc4)CC32)C1=O (some centres undefined),-1.3
C[N+]1(C)C2CCC1CC(OC(=O)C(CO)c1ccccc1)C2 (centres undefined),1.6
Cc1ccc(N(C)C(=O)Oc2cccc3cccnc23)cc1,1.1
CCCNC(=O)N1[C@H]2CC[C@@H]1C(C(=O)OC)=C(c1cc3ccccc3s1)C2,0.4
Cc1nn(Cc2ccccc2Cl)c(C)c1C(=O)NC1CCCc2ccccc21 (centres undefined),-0.4
O=C(NC1CCCCC1)N1Cc2ccccc2-n2nncc2C1,-0.2
O=c1c2ccccc2nc(-c2ccco2)n1-c1ccc(Br)cc1,-3.8
O=C1/C(=C/c2ccc3c(c2)OCO3)N2CCC1CC2,-0.4
COc1cc2[nH]c(=O)n(-c3ccc(C)cc3)c(=O)c2cc1OC,-0.3
Cc1cc(C)c(C(=O)CN2CCOCC2)c(C)c1,0.8
COc1cc(C=C2C(=O)NC(=O)NC2=O)ccc1OCc1ccc([N+](=O)[O-])cc1,-1.7
CCC(=O)c1ccc(OCC(=O)N2CCN(CC(=O)Nc3ccccc3C(F)(F)F)CC2)cc1,-1.0
# The list goes on:
SMILES,TTR transcr act
Cc1cc(OCC(=O)N2C[C@H]3C[C@@H](C2)c2cccc(=O)n2C3)c2c(C)c(C)c(=O)oc2c1,3.9
CCC(=Nc1ccc(OC)cc1OC)c1c(O)n(C2CCCCC2)c(=O)[nH]c1=O,-1.9
CCCC(C)CC1(CCO)C(=O)NC(=S)NC1=O (centres undefined),1.7
CC1[C@H]2Cc3ccc(O)cc3[C@]1(C)CCN2CCc1ccccc1 (some centres undefined),-0.4
CCC(c1nnnn1-c1ccc2c(c1)OCCO2)N1CCC(n2c(=O)[nH]c3ccccc32)CC1 (centres undefined),-0.5
O=C1CC(=O)N(c2ccc(Cl)cc2)C(=O)N1,0.5
CC(C)=CCN1CC[C@@]2(C)c3cc(O)ccc3C[C@@H]1C2C (some centres undefined),2.2
CC(=O)C1CCC2C3CCC4CC(O)CCC4(C)C3C(=O)CC12C (centres undefined),12*
O=P(/C(=N/O)N1CCCCC1)(N1CCOCC1)N1CCOCC1,1.4
NP(=O)(Nc1ccccc1)Nc1ccccc1,0.3
COc1ccc(CC2(CCc3ccncc3)C(=O)NC(=O)NC2=O)cc1,-1.4
COc1ccc(C(O)P(=O)(OC(C)C)OC(C)C)cc1 (centres undefined),-0.6
Brc1ccc(-[n+]2c(-c3ccccc3)cc(-c3ccccc3)cc2-c2ccccc2)cc1,-9.3
Cc1ccccc1NC1=NCC(C)S1 (centres undefined),-1.6
COc1ccc(-c2ccc3c(c2)CN(C(=O)NC2CCCCC2)Cc2cnnn2-3)cc1,-0.2
O=P(Nc1cccnc1)(Oc1ccccc1Cl)Oc1ccccc1Cl,-0.6
CN(C)c1nc(N(C)C)nc(N(C#N)CCCl)n1,1.2
COC(=O)Cn1cc(C=C2C(=O)N(C)C(=O)N(C)C2=O)c2ccccc21,-1.5
O=C1NC(=O)C2(CCN(c3ccccc3)CC2)C(=O)N1,-0.2
O=C1CN=C(c2ccccc2)c2cc(Br)ccc2N1,0.3
C[N+](C)(C)CC1CCCC(C[N+](C)(C)C)C1=O (centres undefined),-2.6
CN(C)CC#CCn1c2ccccc2c2ccccc21,-1.8
Brc1ccc2c(c1)CN(CC1CCCCC1)Cc1cnnn1-2,27*
CC(=O)O[C@H]1CC[C@@]2(C)C(=CC(=O)C3C2CC[C@@]2(C)C3C[C@H](OC(C)=O)[C@@H]2OC(C)=O)C1 (some centres undefined),2.6
CC(=CCOc1ccc2ccc(=O)oc2c1)C1=CC(=O)C(C)(C)O1,-3.6
CC1C(=O)OC2CCN3CC=C(COC(=O)C(C)(O)C1(C)O)C23 (centres undefined),-0.1
COc1cc(CN=C(C)c2c(O)n(C)c(=O)n(C)c2=O)cc(OC)c1,-2.7
CCOC(=O)CC(NC(=O)C(Cc1ccc(N(CCCl)CCCl)cc1)NC(C)=O)C(=O)OCC (centres undefined),-0.5
CCCOP(=O)(OCCC)C(NC(=O)c1ccccc1)=C(Cl)Cl,3.3
c1ccc2nc(OCCN3CC3)ccc2c1,0.7
O=c1[nH]c(=S)n(Cc2ccc(F)cc2)c(O)c1C=NCC1CCCO1 (centres undefined),-2.5
COc1ccc2c(CCN)c[nH]c2c1,-2.5
Cc1cccn2c(NCC3CCCO3)c(C(C)C)nc12 (centres undefined),27*
CN1CCN(c2ncnc3c2cnn3C)CC1,1.4
CN1C(=O)C(c2ccccc2)C(=O)N(C)C1=O,7.1
Cc1ccccc1-n1c(O)c(/C=N/NC(=O)c2ccncc2)c(=O)[nH]c1=O,-0.9
C[C@H]1CN([C@@H](C)CO)C(=O)CCCn2nncc2CO[C@H]1CN(C)C(=O)Oc1ccc2ccccc2c1,-0.6
COc1cccc(-n2c(O)c(C=NCCN3CCNCC3)c(=O)[nH]c2=S)c1,7.8
NS(=O)(=O)OC(CCc1ccccc1)C(Cl)(Cl)Cl (centres undefined),-2.1
O=C1NC2NC(=O)N([N+](=O)[O-])C2N1 (centres undefined),1.4
Cc1cc(OCC(=O)N2CCCN(C)CC2)ccc1Cl,0.0
COC(=O)C1=C(c2ccc(OC(F)(F)F)cc2)C[C@@H]2CC[C@H]1N2C(=O)NCCOc1ccc(OC)cc1,0.0
O=C(O)c1cccc(NC(=O)N2C[C@H]3C[C@@H](C2)c2cccc(=O)n2C3)c1,-1.0
Cc1c(CCC(=O)N2C[C@H]3C[C@@H](C2)c2cccc(=O)n2C3)c(=O)oc2c(C)c(O)ccc12,-1.7
C[N+](C)(N)CCOC(=O)C(O)(c1ccccc1)C1CCCCC1 (centres undefined),-0.9
COCCCNC(=O)c1c(NC(=O)c2ccco2)n(Cc2ccccc2)c2nc3ccccc3nc12,2.1
CCCCCn1c(=O)c(C(=O)Nc2cccc(C)c2)c(O)c2ccccc21,-1.1
CC1CCN(CC#CCOc2ccc(Cl)cc2)CC1,0.6
O=c1oc2ccccc2c(O)c1C(c1ccccn1)c1c(O)c2ccccc2oc1=O,2.4
COc1ccc(C(C)=O)cc1CC(C(=O)c1ccc(C)cc1)N(C)C (centres undefined),0.5
CCCNC(=O)N1[C@H]2CC[C@@H]1C(C(=O)OC)=C(c1ccc(F)cc1F)C2,-0.3
CCC(C)N1CCN(C(=O)Cc2ccccc2)CC1 (centres undefined),0.2
CCOC(=O)CN1C(=O)C2(C(C#N)=C(N)Oc3ccccc32)C(C(=O)OC)=C1C (centres undefined),-0.3
NCCc1ccc(S(N)(=O)=O)cc1,3.4
CCOc1cc(CNCCc2c[nH]c3ccccc23)cc(Cl)c1OC,1.9
CN1CC(C(=O)c2ccc(Cl)cc2)C(c2ccc(N(C)C)cc2)C1 (centres undefined),-1.6
CN(C)c1ccc(C(=O)c2ccc(N(C)C)cc2)cc1,-2.7
CCOC(=O)CNC(=O)N1Cc2cc(N3CCOCC3)ccc2-n2nncc2C1,-0.8
N#CC1c2ccccc2-n2nncc2CN1S(=O)(=O)c1ccccc1 (centres undefined),-0.3
COC(=O)C1=C(c2ccc(OC)c(OC)c2)C[C@@H]2CC[C@H]1N2C(=O)NCCOc1ccc(OC)cc1,1.8
# Next compounds.
SMILES,TTR transcr act
COC(=O)C1=Nc2ccccc2/C1=C\c1c(O)n(C)c(=O)n(C)c1=O,0.0
Cc1ccc(-c2nc3ccc(Cl)cc3n2OC(=O)N(C)C)cc1,-3.7
CC(C(=O)c1ccc2ccccc2c1)N1CCCCC1 (centres undefined),-1.1
COCCCNP1(=O)OCC(C)([N+](=O)[O-])CO1 (centres undefined),-0.8
Cc1ccc(C2(O)CC(C)N(C)CC2C)cc1 (centres undefined),-3.2
Cc1ccc(C(C)C)c(OCC(=O)N2CCN(Cc3nc4cc([N+](=O)[O-])ccc4n3C)CC2)c1,2.4
CN1CCN(c2nc(N)cc(=O)[nH]2)CC1,0.6
CCOc1cccc(=NC2CCCCC2)c2c(C)n(C)c(C)c12,3.9
Cc1cc(Cc2c(O)[nH]c(=S)[nH]c2=O)ccc1OC(C)C,0.6

# Among those listed so far, these have an NH in an aromatic ring.
SMILES,TTR transcr act
COc1cccc(-n2c(=S)[nH]c3ccccc3c2=O)c1,0.4
Cc1ccc(-n2c(O)c(/C=N/N3CCCCCC3)c(=O)[nH]c2=O)cc1C,-1.0
Cc1ccc2cc(CNCCc3ccccc3C)c(=O)[nH]c2c1,-1.1
CCn1c(O)c(/C=N/NC(=O)c2ccccc2)c(=O)[nH]c1=S,8.1
COc1ccc(-n2c(O)c(C(C)=NCCc3c[nH]c4ccccc34)c(=O)[nH]c2=O)cc1,-1.1
COc1cc2[nH]c(=O)n(-c3ccc(C)cc3)c(=O)c2cc1OC,-0.3
CCC(=Nc1ccc(OC)cc1OC)c1c(O)n(C2CCCCC2)c(=O)[nH]c1=O,-1.9
CCC(c1nnnn1-c1ccc2c(c1)OCCO2)N1CCC(n2c(=O)[nH]c3ccccc32)CC1 (centres undefined),-0.5
O=c1[nH]c(=S)n(Cc2ccc(F)cc2)c(O)c1C=NCC1CCCO1 (centres undefined),-2.5
COc1ccc2c(CCN)c[nH]c2c1,-2.5
Cc1ccccc1-n1c(O)c(/C=N/NC(=O)c2ccncc2)c(=O)[nH]c1=O,-0.9
COc1cccc(-n2c(O)c(C=NCCN3CCNCC3)c(=O)[nH]c2=S)c1,7.8
CCOc1cc(CNCCc2c[nH]c3ccccc23)cc(Cl)c1OC,1.9
CN1CCN(c2nc(N)cc(=O)[nH]2)CC1,0.6
Cc1cc(Cc2c(O)[nH]c(=S)[nH]c2=O)ccc1OC(C)C,0.6
